NFkB transloc pot – enhances IL-1B driven NFkB nuclear translocation. HUVEC IL-1B NFkB p65 nuclear translocation imaging. activation, % at 2 µM. 94,000 compounds, 0.3% hits. AID 819;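 active = activation above 40%, about the mean plus 3 SD, also judged a hit on visual image review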;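 also: percent activation is computed from the nuclear over cytoplasmic p65 intensity ratio; values of inactives mirror those of a sister screen read the other way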
PLAP inhibitors HTS – PLAP enzyme inhibitors, biochemical, luminescence, HTS (AID 690); purified PLAP, luminescent substrate; higher % means a stronger effect; one-dose inhibition, % at 20 µM; IC50 in µM for titrated hits; 96,000 compounds, 0.08% hits; in the data active = a potency from the dose series; inactive = the rest, 99 in 100 with inhibition below about 30%; also: strong numbers were not always called active
IL1B NFkB inh – blocks IL-1B driven NFkB nuclear translocation in HUVEC cells | HUVEC IL-1B NFkB p65 nuclear translocation imaging | inhibition, % at 2 µM | 94,000 compounds, 0.43% hits;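 active = inhibition above about 30% together with a positive call from visual inspection of the well image, limit read from the data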;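 also: nuclear over cytoplasmic p65 intensity ratio measured by imaging; 0% = IL-1B stimulated DMSO wells and 100% = unstimulated DMSO wells; values of inactives mirror those of a sister screen read the other way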
Bcl-B displacement – displacers of TR3 peptide from Bcl-B, primary screen, selectivity assay for Bfl-1 inhibitor project, biochemical, fluorescence polarization; 96,000 compounds, 0.11% hits; AID 748; one-dose displacement, % at 20 µM; IC50 in µM for titrated hits; FP displacement of FITC-TR3 peptide from Bcl-B; higher % means a stronger effect;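 active = displacement above 50% at 20 µM plus a fluorescence interference ratio under 1.5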;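 also: plate controls were wells without compound for no effect and wells lacking Bcl-B protein for full effect; a part of the inactive calls stands beside numbers as strong as those of hits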
MRP reversal – MRP-mediated drug resistance reversal; 85,000 compounds, 0.04% hits; H69AR cells + 2 uM doxorubicin, CellTiter-Glo, 72 h; differential viability (reversal), % at 10 µM; AID 602;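 active = viability drop by adding the cancer drug above about 55%, with treated viability meeting a 40% cutoff, limit read from the data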;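 also: viability without doxorubicin minus viability with 2 µM doxorubicin for each compound; larger differential means the compound sensitizes cells more to doxorubicin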
MRP reversal cytotoxicity – also measured in MRP reversal; calls as there; viability, %; H69AR cells, CellTiter-Glo, 72 h; measured here: cytotoxicity without doxorubicin
MRP reversal with doxorubicin – also measured in MRP reversal; calls as there; viability, %; measured here: viability with 2 uM doxorubicin; active compounds read low
IL1B NFkB inh cell count 2 µM – also measured in IL1B NFkB inh; calls as there; cell count; measured here: cells passing quality filter;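 raw number of nuclei counted in each imaged well without normalization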
NFkB transloc pot cell count 2 µM – second read-out of NFkB transloc pot, no call of its own (marks repeat the call); cell count; measured here: cells passing quality filter
Numbers without * were called inactive; nt = not tested or not shown. Not all compounds are listed, so the mix of outcomes need not match the whole.

Field names: A = NFkB transloc pot; B = NFkB transloc pot cell count 2 µM; C = PLAP inhibitors HTS; D = IL1B NFkB inh; E = IL1B NFkB inh cell count 2 µM; F = Bcl-B displacement; G = MRP reversal; H = MRP reversal cytotoxicity; I = MRP reversal with doxorubicin
COC(=O)c1ccccc1NC(=O)c1cc2ncc(Br)cn2n1
  A: 16; B: 155; C: 0%; D: -16; E: 155; F: 1%; G: 7; H: 75; I: 68

CCn1c(CNC(=O)c2cccc(C)c2)nnc1SCC(=O)NC1CCCCC1C (configuration not stated)
  A: 0; B: 150; C: -21%; D: 0; E: 150; F: 2%; G: 4; H: 94; I: 90

Cc1nc2ccccc2nc1N1CCCCC1
  A: 0; B: 140; C: -2%; D: 0; E: 140; F: -9%; G: 10; H: 98; I: 88

Cc1cccc(C(=O)N2CCCCCC2)c1
  A: nt; B: nt; C: 24%; D: nt; E: nt; F: -7%; G: -35; H: 60; I: 96

COc1ccccc1-c1nnc(NC(=O)c2ccccc2F)o1
  A: 1; B: 80; C: 4%; D: -1; E: 80; F: 4%; G: -70; H: 2; I: 72

O/N=C(/CCc1ccccc1)C1(O)CCCCC1
  A: 10; B: 130; C: 19%; D: -10; E: 130; F: -8%; G: -14; H: 94; I: 107

CCNC(=O)CN(c1ccccc1)S(=O)(=O)c1ccc(Cl)cc1
  A: 8; B: 53; C: 16%; D: -8; E: 53; F: -3%; G: 10; H: 107; I: 97

CN(C(=O)c1cccnc1)c1nnc(-c2cnccn2)s1
  A: 14; B: 124; C: -13%; D: -14; E: 124; F: 1%; G: -11; H: 83; I: 94

CSCc1cc(N(C)C)nc(SCc2ccc(Cl)cc2Cl)n1
  A: 14; B: 221; C: 2%; D: -14; E: 221; F: -18%; G: nt; H: nt; I: nt

CCN=C1SC(CC(=O)Nc2ccc(C)cc2)C(=O)N1CC (configuration not stated)
  A: 10; B: 101; C: -5%; D: -10; E: 101; F: 5%; G: -6; H: 96; I: 103

Cc1ccccc1N=C1Nc2ccccc2CS1
  A: 5; B: 81; C: 19%; D: -5; E: 81; F: 4%; G: 19; H: 102; I: 83

CCOc1cc(/C=C2/SC(=O)N(CC(=O)N3CCc4ccccc4C3)C2=O)ccc1OCC(=O)O
  A: 11; B: 142; C: -23%; D: -11; E: 142; F: 0%; G: nt; H: nt; I: nt

CN(C)S(=O)(=O)c1ccc(NC(=O)c2cccnc2)cc1
  A: 29; B: 150; C: 13%; D: -29; E: 150; F: -1%; G: 0; H: 94; I: 94

COc1ccc2nc(NC(C)=O)sc2c1
  A: -22; B: 143; C: 2%; D: 22; E: 143; F: 3%; G: 17; H: 105; I: 88

NC(=O)CN1CCN(C(=O)Nc2ccccc2)CC1
  A: nt; B: nt; C: 11%; D: nt; E: nt; F: 2%; G: 6; H: 96; I: 90

CC(C)CC(=O)Nc1ccccc1-c1nnn(CC(=O)N2CCOCC2)n1
  A: 4; B: 134; C: 14%; D: -4; E: 134; F: -18%; G: 8; H: 90; I: 82

Cc1ccc(NC(=O)C2CCCN2C(=O)NC2CCCCC2)c(C)c1 (configuration not stated)
  A: 3; B: 181; C: nt; D: -3; E: 181; F: nt; G: 2; H: 96; I: 94

CC(=O)c1ccc2c(c1)N(C)c1ccccc1S2
  A: 3; B: 121; C: nt; D: -3; E: 121; F: nt; G: 16; H: 92; I: 76

O=C1CCCC(NCCCCCCNC2=C([N+](=O)[O-])C(=O)CCC2)=C1[N+](=O)[O-]
  A: -2; B: 126; C: 7%; D: 2; E: 126; F: -4%; G: nt; H: nt; I: nt

c1cc(-c2nnc3n2CCCCC3)ccn1
  A: 15; B: 198; C: -2%; D: -14; E: 198; F: 0%; G: 7; H: 105; I: 98

CCS(=O)(=O)CCSc1nc2ccccc2s1
  A: 22; B: 145; C: -4%; D: -22; E: 145; F: 2%; G: 14; H: 93; I: 79

CCC(=O)Oc1cccc(C(=O)Nc2ccc(-c3nnc(-c4ccco4)o3)cc2)c1
  A: 3; B: 115; C: -57%; D: -3; E: 115; F: -32%; G: nt; H: nt; I: nt

CC(C)CNC(=O)CSc1nnc(-c2ccccn2)n1Cc1ccccc1
  A: 12; B: 188; C: -40%; D: -12; E: 188; F: 17%; G: 5; H: 81; I: 76

COc1cccc(NC(=O)Nc2cccn(Cc3ccccc3)c2=O)c1
  A: -13; B: 173; C: 20%; D: 13; E: 173; F: 1%; G: -15; H: 78; I: 93

Cc1[nH]nc2c1-c1nc3ccccc3nc1C(C)(C)C2
  A: nt; B: nt; C: -59%; D: nt; E: nt; F: 17%; G: -15; H: 69; I: 85

CN(C(=O)c1ccco1)c1nc2c(s1)CCCC2
  A: -2; B: 187; C: -2%; D: 2; E: 187; F: -4%; G: -19; H: 83; I: 102

CCOC(=O)Nc1c(C(=O)OC)[nH]c2cccc(OC)c12
  A: 5; B: 168; C: 27%; D: -4; E: 168; F: -2%; G: 3; H: 84; I: 81

CCCCNC(=O)c1sc2nc(C)cc(COC)c2c1-n1cccc1
  A: 1; B: 80; C: -9%; D: -1; E: 80; F: -5%; G: 10; H: 35; I: 25

Cc1ccc(C)n1-n1cnc2sc3c(c2c1=O)CCC3
  A: -5; B: 108; C: 2%; D: 5; E: 108; F: -6%; G: -2; H: 99; I: 101

O=C(c1noc2c1CCCC2)N1CCOCC1
  A: -13; B: 144; C: -16%; D: 13; E: 144; F: 4%; G: -2; H: 99; I: 101

O=C(CC1CCS(=O)(=O)C1)Nc1ccc[nH]c1=O (configuration not stated)
  A: -4; B: 154; C: -8%; D: 4; E: 154; F: 19%; G: 6; H: 92; I: 86

OC1(C2(O)CC(c3ccccc3)ON2)CCCCC1 (configuration not stated)
  A: nt; B: nt; C: -2%; D: nt; E: nt; F: 15%; G: -11; H: 43; I: 54

Cc1ccccc1OCCSc1nnc(-c2ccncc2)n1C
  A: -5; B: 158; C: -52%; D: 5; E: 158; F: -3%; G: 2; H: 89; I: 86

S=C(NCCN1CCOCC1)N/N=C/c1ccccc1
  A: -21; B: 160; C: 20%; D: 22; E: 160; F: -10%; G: nt; H: nt; I: nt

An excerpt of the results above, for reference:
Field names: A = NFkB transloc pot; B = NFkB transloc pot cell count 2 µM; C = PLAP inhibitors HTS; D = IL1B NFkB inh; E = IL1B NFkB inh cell count 2 µM; F = Bcl-B displacement; G = MRP reversal; H = MRP reversal cytotoxicity; I = MRP reversal with doxorubicin
CC(C)CNC(=O)CSc1nnc(-c2ccccn2)n1Cc1ccccc1
  A: 12; B: 188; C: -40%; D: -12; E: 188; F: 17%; G: 5; H: 81; I: 76

COc1cccc(NC(=O)Nc2cccn(Cc3ccccc3)c2=O)c1
  A: -13; B: 173; C: 20%; D: 13; E: 173; F: 1%; G: -15; H: 78; I: 93

Cc1[nH]nc2c1-c1nc3ccccc3nc1C(C)(C)C2
  A: nt; B: nt; C: -59%; D: nt; E: nt; F: 17%; G: -15; H: 69; I: 85

CN(C(=O)c1ccco1)c1nc2c(s1)CCCC2
  A: -2; B: 187; C: -2%; D: 2; E: 187; F: -4%; G: -19; H: 83; I: 102

CCOC(=O)Nc1c(C(=O)OC)[nH]c2cccc(OC)c12
  A: 5; B: 168; C: 27%; D: -4; E: 168; F: -2%; G: 3; H: 84; I: 81

CCCCNC(=O)c1sc2nc(C)cc(COC)c2c1-n1cccc1
  A: 1; B: 80; C: -9%; D: -1; E: 80; F: -5%; G: 10; H: 35; I: 25

Cc1ccc(C)n1-n1cnc2sc3c(c2c1=O)CCC3
  A: -5; B: 108; C: 2%; D: 5; E: 108; F: -6%; G: -2; H: 99; I: 101

O=C(c1noc2c1CCCC2)N1CCOCC1
  A: -13; B: 144; C: -16%; D: 13; E: 144; F: 4%; G: -2; H: 99; I: 101

O=C(CC1CCS(=O)(=O)C1)Nc1ccc[nH]c1=O (configuration not stated)
  A: -4; B: 154; C: -8%; D: 4; E: 154; F: 19%; G: 6; H: 92; I: 86
